All columns: NCI-60 one-dose screen, growth in % after 48 h at 10 µM unless noted; 100 = growth as untreated, 0 = no growth, -100 = all killed.
786-0: 786-0 renal cancer cells. 81,000 compounds, 5.1% hits
RXF 393: RXF 393 renal cancer cells | 77,000 compounds, 6.9% hits | AID 1794773
TK-10: TK-10 renal cancer cells; 81,000 compounds, 3.9% hits; AID 1794769
ACHN: ACHN renal cancer. 81,000 compounds, 4.9% hits. AID 1794771
UO-31: UO-31 renal cancer; 81,000 compounds, 5.2% hits; AID 1794768
CAKI-1: CAKI-1 renal cancer; AID 1794772; 75,000 compounds, 4.7% hits
A498: A498 renal cancer cells; 76,000 compounds, 5.4% hits; AID 1794774
SN12C: SN12C renal cancer cells. 81,000 compounds, 3.8% hits
* = called active by the depositor; / = no result given. How the source made its calls: active means growth percent below 10; inactive means the rest.

SMILES | 786-0 | RXF 393 | TK-10 | ACHN | UO-31 | CAKI-1 | A498 | SN12C
COc1ccccc1C(C[N+](=O)[O-])c1c(-c2ccccc2)[nH]c2cc(C)ccc12 (configuration not stated) | 87 | 75 | 118 | 73 | 57 | 38 | / | 78
Cn1c(=O)c(C#N)c(-c2ccccc2)n2c(=S)n(CN(CCO)CCO)nc12 | 115 | 104 | 122 | 105 | 85 | 93 | 139 | 135
CC[C@]12C=CCN3CC[C@@]4(c5ccc(OC)cc5N(C)[C@H]4[C@@](O)(C(=O)OC)[C@@H]1OC(=O)CCC(=O)N[C@@H](Cc1c[nH]c4ccccc14)C(=O)OC)[C@@H]32 | 92 | 15 | 87 | 93 | 83 | 108 | 83 | 71
CC(C(=O)O)c1ccccc1 (configuration not stated) | 93 | 116 | 93 | 106 | 96 | 93 | 96 | 108
O=C(N/N=C/c1ccc(Cl)cc1)c1[nH]c2ccc(Cl)cc2c1-c1ccccc1 | 22 | 35 | 52 | 28 | 25 | 21 | 36 | 28
O=C(/C=C/c1ccco1)c1ccc(Nc2ccnc3cc(Cl)ccc23)cc1 | 77 | -28* | 116 | 96 | 95 | 96 | 34 | 91
O=C1CCCN1c1ccc([N+](=O)[O-])cc1 | 96 | 78 | 81 | 92 | 56 | 80 | 113 | 91
O=[N+]([O-])c1ccc(-c2nnc(SCc3ccc(O)c4ncccc34)n2-c2ccccc2)cc1 | 31 | 16 | 79 | 29 | 7.3* | 30 | 71 | 9.7*
CSc1nc(CC(C)C)c(C#N)c(=O)n1C | 58 | 59 | 34 | 56 | 39 | 57 | 47 | 29
Cc1ccc(C2=CSC3=NCCN23)cc1Cl | 97 | 118 | 109 | 93 | 86 | 95 | 88 | 91
ClCCOCCOc1ccccc1 | 90 | 103 | 96 | 102 | 85 | 93 | 102 | 102
C=CCn1cc(-c2nc3ccccc3s2)c2cc(-c3ccc4c5c(cccc35)C(=O)N(c3ccc(F)cc3)C4=O)ccc21 | / | 114 | 142 | 94 | 65 | 85 | 111 | 93
O=C1CC2(CCN1)CCN(Cc1ccccc1)CC2 | 108 | 106 | 108 | 105 | 88 | 96 | 70 | 108
CCSc1nnc(-c2c(C)nc3ccc(Br)cn23)o1 | 97 | 100 | 92 | 81 | 72 | 88 | 110 | 102
Oc1cc2oc3cc(O)c(O)cc3c2cc1O | 110 | / | / | 98 | 89 | 94 | 109 | 106
CS(=O)(=O)OCc1cc(=O)c(OS(C)(=O)=O)co1 | 98 | 76 | / | 90 | 84 | 99 | 70 | 91
C=CCn1c(C)nc2cc(Nc3nc(Nc4ccc5nc(C)n(CC=C)c5c4)nc4ccccc34)ccc21 | 113 | 124 | 130 | 104 | 89 | 101 | 125 | 96
c1ccc2cc(SSc3ccc4ccccc4c3)ccc2c1 | 103 | 108 | 132 | 88 | 67 | 106 | 97 | 95
O=C1c2c(nc3ccccn23)NC(=O)N2CCC[C@@H]12 | 99 | 104 | 100 | 101 | 95 | 98 | 89 | 106
CCOC(=O)c1c(NC(=O)c2ccc(Cl)cc2)sc2c1CCCC2 | 97 | 109 | 109 | 108 | 89 | 92 | 102 | 104
O=[N+]([O-])c1ccc2[nH]c(=S)sc2c1 | 102 | 114 | 97 | 88 | 64 | 77 | 78 | 96
CC(C)c1ccc(C2OCC(C)(C)C(C(C)C)O2)cc1 (configuration not stated) | 101 | 125 | 96 | 106 | 91 | 103 | / | 96
C[C@]12CCC(=O)C=C1[C@@H](F)C[C@@H]1[C@@H]2[C@@H](O)C[C@@]2(C)[C@H]1CC[C@]2(O)C(=O)CO | 112 | 132 | 104 | 98 | 90 | 85 | 105 | 70
O=C1CC(c2ccc(Cl)cc2)c2ncn(-c3cccc(Cl)c3)c2N1 (configuration not stated) | 55 | / | 96 | 53 | 50 | 75 | / | 56
N#Cc1nc(-c2ccccc2)oc1S(=O)(=O)N1CCN(CCc2ccccn2)CC1 | 8.4* | -55* | / | -95* | -42* | 54 | 112 | 77
CC(C)CC(N)c1nnc(CCC(=O)c2nc3ncccc3[nH]2)o1 (configuration not stated) | 98 | 94 | 98 | 106 | 84 | 100 | 95 | 95
COc1cc(C(=O)/C=C/c2c(-c3ccc(Cl)cc3)nc3sc(C)nn23)cc(OC)c1OC | 68 | / | / | 52 | 58 | 73 | 87 | 75
CCOC(=O)C1=NN(c2ccccc2)C(=O)C1N=Nc1ccc(S(=O)(=O)Nc2ncccn2)cc1 (configuration not stated) | 104 | 102 | 109 | 95 | 82 | 101 | 91 | 101
CCC(C)(CC)c1ccc(O)c(C)c1 | 95 | 108 | / | 106 | 102 | 109 | 100 | 102
Nc1nc(=O)[nH]c(=O)[nH]1 | 97 | 101 | 104 | 102 | 68 | 89 | 80 | 91
CC(Cc1ccccc1)(c1ccccc1)[N+](C)(C)C (configuration not stated) | 97 | / | 89 | 111 | 93 | / | 122 | 106
Cc1ccc2nc3nc4ccc[nH]c4cc3c2c1 | 108 | 100 | 47 | 82 | 66 | / | 124 | 105
CC(=O)Nc1ccc(S2=Nc3ccccc3S2)cc1 (configuration not stated) | 104 | 112 | 120 | 92 | 59 | / | 118 | 105
Cn1cc(-c2nn3cc(-c4cccnc4)nc3s2)c2cc(F)ccc21 | 110 | 103 | 129 | 84 | 70 | 78 | 103 | 85
O=C(O)c1ccc(-n2cc(/C=N/Nc3ccc(Br)cc3)c(-c3ccccc3)n2)cc1 | 95 | 101 | 76 | 42 | 45 | / | 73 | 102
CCCSc1nc(N)nc2c1ncn2C1OC(CO)C(O)C1O (configuration not stated) | 88 | 117 | 109 | 100 | 93 | 103 | 110 | 99
COC(=O)c1c(C(=O)OC)c2n(CC(=O)Nc3cccc4cccnc34)c3ccccc3n2c1C(=O)c1ccc(C#N)cc1 | 106 | 105 | 106 | 91 | 84 | 92 | 96 | 103
CN1CCN(CCCOc2ccc3ncnc(Nc4ccc(OCc5cccc(F)c5)c(Cl)c4)c3c2)CC1 | -87* | -80* | -18* | -51* | -4.8* | -62* | 26 | 3.1*
O=C(CSc1nccc(Nc2ccc(S(=O)(=O)Nc3nccs3)cc2)n1)c1ccccc1 | 97 | 108 | 103 | 106 | 77 | 90 | 114 | 109
COc1cccc(C2c3c([nH]c(=S)[nH]c3=O)Nc3[nH]c(=S)[nH]c(=O)c32)c1O | 94 | 107 | 90 | 111 | 91 | / | 112 | 99
O=C1Nc2ccccc2/C1=C/c1c[nH]c2ccc(C(=O)O)cc12 | 104 | 93 | 102 | 94 | 76 | 62 | 109 | 94
CC(C)(C)c1ccc(S(=O)(=O)Oc2ccc(-c3sc4cc(OS(=O)(=O)c5ccc(C(C)(C)C)cc5)ccc4c3C(=O)c3ccc(OCCN4CCCCC4)cc3)cc2)cc1 | 89 | 103 | 90 | 98 | 75 | 96 | 105 | 99
CCOC(=O)NCCNC(=O)c1ccc(OC)c(OC2CCCC2)c1 | 107 | 110 | 103 | 110 | 89 | 96 | / | 98
NC1=NC(c2ccccc2)c2c(n[nH]c2N)N1 (configuration not stated) | 103 | 121 | 112 | 101 | 81 | 95 | 83 | 94
CC1(C)C(=O)C(C)(C)C1=NO | 100 | 107 | 108 | 99 | 77 | 104 | 102 | 103
CC1CC=CCC1C(=O)OCCOC(=O)C1CC=CCC1C (configuration not stated) | 103 | 119 | 113 | 106 | 82 | 111 | 125 | 108
C=C(C[n+]1ccccc1)[C@@H]1CC[C@]2(COC(C)=O)CC[C@]3(C)[C@H](CC[C@@H]4[C@@]5(C)CC[C@H](O)C(C)(C)[C@@H]5CC[C@]43C)[C@@H]12 | 104 | 112 | 108 | 102 | 84 | 94 | 107 | 102
O=C1NC(=S)S/C1=C\c1cn(-c2ccccc2)nc1-c1ccc([N+](=O)[O-])cc1 | 18 | 3.4* | 19 | 13 | 14 | 14 | -2.7* | 15
Cc1cc(CC(=O)O)cc(C)c1C | 96 | 102 | 118 | 113 | 93 | 89 | 108 | 101
COc1ccc(CCN=Cc2ccc(Cl)cc2)cc1OC | 108 | 177 | 107 | 106 | 84 | 101 | 95 | 100

Full records, quoted from the list. Values in the order: 786-0	RXF 393	TK-10	ACHN	UO-31	CAKI-1	A498	SN12C
`CC1CC=CCC1C(=O)OCCOC(=O)C1CC=CCC1C` (configuration not stated) as listed: 103	119	113	106	82	111	125	108
`CC(C)c1ccc(C2OCC(C)(C)C(C(C)C)O2)cc1` (configuration not stated) as listed: 101	125	96	106	91	103	/	96

The list goes on:
SMILES | 786-0 | RXF 393 | TK-10 | ACHN | UO-31 | CAKI-1 | A498 | SN12C
COc1ccc(CN2[C@@H](C(=O)NCc3ccc(C(=O)NO)cc3)Cc3c([nH]c4ccccc34)[C@@H]2C)cc1 | 40 | / | 17 | 36 | 36 | 39 | -5.1* | 30
O=C1CC(c2ccccc2O)Oc2ccccc21 (configuration not stated) | 105 | 112 | 140 | 91 | 72 | 87 | 105 | 93
N#Cc1c(-c2ccc(Cl)cc2)nc(NS(=O)(=O)c2ccccc2)nc1N1CCCCC1 | 106 | 116 | 131 | 98 | 70 | 89 | 92 | 107
CCOC(=O)C1C(=O)NC(C(=O)OCC)(C(=O)OCC)C1C(C)CC (configuration not stated) | 105 | 113 | 106 | 112 | 94 | 97 | 120 | 110
CN(C)CC(O)c1ccc(/C=C/c2ccc(Cl)cc2)cc1 (configuration not stated) | 14 | 8.0* | -91* | -50* | -67* | -46* | / | -12*
O=C(Nc1nc(-c2ccc(Cl)cc2)cc(-c2ccc(Cl)cc2)n1)c1ccncc1 | 91 | 95 | 109 | 97 | 65 | 77 | 85 | 94
COc1cc(CNc2ccccc2C(=O)N2CCN(C(=O)c3cc(-c4cc(OC)c(OC)c(OC)c4)n4nc(-c5ccccc5)cc4n3)CC2)cc(OC)c1OC | 51 | 36 | 52 | 52 | 19 | 19 | -5.3* | 79
N#CCCn1nc2c(c1N)CCC2 | 107 | 90 | 99 | 108 | 88 | 87 | 91 | 99
Cc1ccc(S(=O)(=O)n2cc(C=O)c3ccccc32)cc1 | 106 | 102 | 100 | 99 | 63 | 83 | 91 | 83
CC1OC(O[C@@H]2C(O)C(CO)OC(O[C@H]3COC(O[C@H]4CC[C@]5(C)[C@H]6CC[C@]78OC[C@@]9(CC[C@](C)(C=O)C[C@H]97)[C@H](O)C[C@@]8(C)[C@]6(C)CC[C@H]5C4(C)C)[C@@H](OC4OC(CO)[C@@H](O)[C@@H](O)[C@@H]4O)[C@@H]3O)[C@H]2OC2OC[C@@H](O)[C@@H](O)[C@@H]2O)[C@@H](O)[C@@H](O)[C@H]1O (some centres not stated) | -53* | -36* | 30 | -82* | -94* | -81* | -89* | /
CC(=O)c1cc2c(cc1C)C(C)CCC2(C)C (configuration not stated) | 105 | 119 | 104 | 104 | 87 | 104 | 110 | 100
CCOc1cc(C(=O)NCCN(CC)CC)nc2cc(Cl)ccc12 | 96 | 88 | 99 | 116 | 65 | 91 | 101 | 98
c1ccc(CC2=Nc3ccccc3N3CNN=C23)cc1 | 106 | 104 | 112 | 112 | 77 | 96 | 61 | 104
Nc1nnc(CCS(=O)(=O)c2ccc(Cl)cc2)s1 | 103 | 153 | 102 | 111 | 75 | 92 | 142 | 103
CCC1(CC)C(OC)NC(Br)=C(C#N)C1(C#N)C(N)=O (configuration not stated) | 94 | -5.0* | 118 | 108 | 85 | 117 | 114 | 106
O=C(NCCNc1nccc(-c2c(-c3cccc(F)c3)nc3sccn23)n1)c1c(F)cccc1F | 44 | 57 | 67 | 26 | 21 | 35 | / | 45
Cc1ccc(-c2c3c(C)nn(-c4ccccc4)c3nc3nc[nH]c(=O)c23)cc1 | 102 | 100 | 116 | 93 | 106 | 85 | 91 | 93
CCOC(=O)c1nn(-c2ccc([N+](=O)[O-])cc2)c(=N/N=C(\C)c2c(O)c(OC)c3occc3c2OC)s1 | 102 | 103 | 117 | 109 | 70 | 87 | 117 | 98
Cc1cc(C)nc(NS(=O)(=O)c2ccc(Nc3nc(C)c4c(=O)[nH]c(NCc5ccccc5)nc4n3)cc2)n1 | 98 | 84 | 127 | 98 | 61 | 33 | 96 | 90
Cc1ccc(Nc2[nH]c(=O)[nH]c(=O)c2N=O)cc1 | 98 | 122 | / | 102 | 74 | 97 | 92 | 98
Cc1ccc(F)cc1/C=C1\Cc2c(Br)cccc2C1=O | 86 | 110 | / | 91 | 75 | 87 | 118 | 95
CCn1c(SCC(=O)Nc2cccc(C(=O)/C=C/c3ccc(OC)c(OC)c3)c2)nc2ccccc2c1=O | 93 | / | 134 | 100 | 69 | 86 | 101 | 95
CCCCC(=O)OC1CCCCC1 | 99 | 107 | 90 | 98 | 82 | 103 | 109 | 105

Gathered by group: the compounds so far containing a cyano group (7)
SMILES | 786-0 | RXF 393 | TK-10 | ACHN | UO-31 | CAKI-1 | A498 | SN12C
Cn1c(=O)c(C#N)c(-c2ccccc2)n2c(=S)n(CN(CCO)CCO)nc12 | 115 | 104 | 122 | 105 | 85 | 93 | 139 | 135
CSc1nc(CC(C)C)c(C#N)c(=O)n1C | 58 | 59 | 34 | 56 | 39 | 57 | 47 | 29
N#Cc1nc(-c2ccccc2)oc1S(=O)(=O)N1CCN(CCc2ccccn2)CC1 | 8.4* | -55* | / | -95* | -42* | 54 | 112 | 77
COC(=O)c1c(C(=O)OC)c2n(CC(=O)Nc3cccc4cccnc34)c3ccccc3n2c1C(=O)c1ccc(C#N)cc1 | 106 | 105 | 106 | 91 | 84 | 92 | 96 | 103
N#Cc1c(-c2ccc(Cl)cc2)nc(NS(=O)(=O)c2ccccc2)nc1N1CCCCC1 | 106 | 116 | 131 | 98 | 70 | 89 | 92 | 107
N#CCCn1nc2c(c1N)CCC2 | 107 | 90 | 99 | 108 | 88 | 87 | 91 | 99
CCC1(CC)C(OC)NC(Br)=C(C#N)C1(C#N)C(N)=O (configuration not stated) | 94 | -5.0* | 118 | 108 | 85 | 117 | 114 | 106

Screening data deposited in PubChem by NCI.
